Source: PubChem (Fisher Drug Discovery Resource Center)
mcGAS inh – cyclic GMP-AMP synthase inhibitors, mouse, primary biochemical chemiluminescence; recombinant cGAS, Kinase-Glo ATP depletion luminescence; inhibition, % at 12.5 µM; 0.15% of 160,000 active;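 further: 0% = negative control wells and 100% = reference inhibitor with no enzyme activity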
hcGAS inh – Primary biochemical luminescence assay for human cyclic GMP-AMP synthase inhibitors | Q8N884 | recombinant h-cGAS, ATP depletion, Kinase-Glo luminescence | inhibition, % at 12.5 µM | 0.081% of 290,000 active | AID 1259398, 2018;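 further: 0% = vehicle reaction and 100% = reaction without DNA for no activity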
Target sequence (Q8N884 whole entry, looked up): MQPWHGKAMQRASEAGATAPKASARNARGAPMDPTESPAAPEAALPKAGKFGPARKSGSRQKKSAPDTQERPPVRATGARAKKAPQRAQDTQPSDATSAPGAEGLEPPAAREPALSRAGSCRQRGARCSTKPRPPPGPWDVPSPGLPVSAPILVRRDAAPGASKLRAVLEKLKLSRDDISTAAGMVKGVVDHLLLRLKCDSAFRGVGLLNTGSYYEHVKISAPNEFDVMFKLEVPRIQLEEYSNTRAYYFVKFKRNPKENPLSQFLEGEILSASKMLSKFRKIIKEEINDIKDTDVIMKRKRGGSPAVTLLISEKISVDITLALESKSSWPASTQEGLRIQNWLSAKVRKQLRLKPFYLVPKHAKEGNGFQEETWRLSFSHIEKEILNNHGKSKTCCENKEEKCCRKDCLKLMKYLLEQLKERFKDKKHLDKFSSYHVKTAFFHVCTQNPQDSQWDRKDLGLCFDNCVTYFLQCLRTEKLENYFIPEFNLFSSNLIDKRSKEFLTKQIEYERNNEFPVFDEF
NPYLR7 agonist – agonists of mosquito NPYLR7 receptor, primary screen, cell-based, Aedes aegypti, calcium fluorescence, mosquito biting behavior. 0.15% of 270,000 active. activation, % at 10 µM. HEK293T NPYLR7/Galpha15, GCaMP6s calcium fluorescence; in the data active means activation above about 40%;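 further: 0% = vehicle and 100% = reference agonist at the receptor; some compounds past the cut are filed as inactive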
* = called active by the depositor; . = no result given; & = joins results of further samples. Unless noted, no stated cut-off is given here; in the data, active means inhibition above about 40%; inactive means the rest.

SMILES	mcGAS inh	hcGAS inh	NPYLR7 agonist
Cc1ccc(N2CCN(Cc3nc(-c4ccccn4)no3)C(C)C2)cc1 (centres undefined)	-9	-5	2
COc1ccc(CN2CCC(C(=O)NC(c3ccc(Cl)cc3)c3ncccc3C)CC2)cc1 (centres undefined)	-2	-5	6
COCCN(CC(=O)Nc1cc(-c2ccccc2)nn1-c1ccccc1)C(=O)c1ccccc1F	-8	-8	.
Cc1nc(/C(C#N)=C/c2ccco2)sc1C(=O)Nc1ccccc1	.	-4	6
CC(C(=O)N1CCCC1)n1cc([N+](=O)[O-])cn1 (centres undefined)	.	-5	-3
CC(C)C(=O)N1CCCC1(C)C(=O)Nc1ccc(F)cc1 (centres undefined)	-7	-16	8
CCC(CC)C(=O)Nc1ccc(Nc2cc(OC)nc(C)n2)cc1	-8	-9	6
CCNC(=O)N[C@@H]1C=C[C@@H](c2c(C)nn(CCC#N)c2C)C1	-5	-3	-8
N#Cc1c(N)n(CCNC(=S)Nc2ccccc2)c2nc3ccccc3nc12	.	14	1
NS(=O)(=O)CCCC(=O)N1CCOC(c2ccc(F)cc2)C1 (centres undefined)	-14	-7	2
CCC(=O)N(CC(=O)N(CCc1ccccc1)Cc1ccc(C)o1)Cc1ccco1	-3	-2	.
O=C(O)C1=CCCCc2ccccc21	.	-4	-7
CC(C)c1ccc2c(c1)CCCN2CC(=O)Nc1nncs1	-6	-6	0
O=C(CNS(=O)(=O)c1ccc(OC(F)F)c(Cl)c1)N1CCCCC1	.	-4	0
Cn1c(=O)c2c(nc3n2CC(C(C)(C)C)=NN3Cc2ccc(Cl)cc2Cl)n(C)c1=O	-3	1	-7

Molecules shown so far containing a halogen (six):
SMILES	mcGAS inh	hcGAS inh	NPYLR7 agonist
COc1ccc(CN2CCC(C(=O)NC(c3ccc(Cl)cc3)c3ncccc3C)CC2)cc1 (centres undefined)	-2	-5	6
COCCN(CC(=O)Nc1cc(-c2ccccc2)nn1-c1ccccc1)C(=O)c1ccccc1F	-8	-8	.
CC(C)C(=O)N1CCCC1(C)C(=O)Nc1ccc(F)cc1 (centres undefined)	-7	-16	8
NS(=O)(=O)CCCC(=O)N1CCOC(c2ccc(F)cc2)C1 (centres undefined)	-14	-7	2
O=C(CNS(=O)(=O)c1ccc(OC(F)F)c(Cl)c1)N1CCCCC1	.	-4	0
Cn1c(=O)c2c(nc3n2CC(C(C)(C)C)=NN3Cc2ccc(Cl)cc2Cl)n(C)c1=O	-3	1	-7

Further entries.
SMILES	mcGAS inh	hcGAS inh	NPYLR7 agonist
CCc1nc2c(OCc3ccc(F)cc3)cccn2c1N(C)C(=O)C(C)C	1	0	-18
CC(C)c1ccc(-c2nccn2CCn2ccnn2)cc1	.	1	8
CC(C)(C)C1CCc2c(sc3nc(SCC(N)=O)nc(N)c23)C1 (centres undefined)	0	-9	13
NC(=O)c1nc(-c2ccccc2)nc2c1[nH]c(=O)n2-c1ccc(F)cc1	-7	-3	2
CCCNC(=O)N(Cc1nccn1Cc1ccc(Cl)cc1Cl)CC1CCCO1 (centres undefined)	-3	-3	16
Cc1ccc(NS(=O)(=O)c2ccc(N3CC(C(=O)O)CC3=O)cc2)c(Cl)c1 (centres undefined)	.	-12	8
O=C(c1cccc([N+](=O)[O-])c1)N1CCN(c2nc(-c3cccs3)nc3cc(Cl)ccc23)CC1	-4	-5	17
CC1(C)O[C@@H]2C[C@@](OCc3cccc(Cl)c3)(C(=O)NCc3ccco3)CC(OCc3c(F)cccc3F)[C@@H]2O1 (some centres undefined)	-7	-6	18
O=C(c1ccc(-c2ccccc2)cc1)N1CCC2(CC1)SCCN2C(=O)c1ccc(C(F)(F)F)cc1	-5	-5	-11
CCCCNC(=O)NS(=O)(=O)c1ccc(C)cc1	-5&-4	-2&-4&-5&0	-10&-6&-1&4
CCC1=C(C(=O)OC)C(c2cccc([N+](=O)[O-])c2)N2C(CC(=O)N3CCN(C)CC3)=CSC2=N1 (centres undefined)	1	1	.
N#CC1(NC(=O)CCc2nc(-c3cccs3)no2)CCCCC1	.	-8	5
CCOc1ccc(CN(C(=O)c2ccc(CO)cc2)C2CC2)cc1	.	-9	-4
CCNC(=O)C1(C)CCCN(Cc2cc(C(F)(F)F)ccc2Cl)C1 (centres undefined)	.	1	-2
CCC1CN(C(=O)CNC(=O)N(C)C)CCC(=O)N1Cc1ccccc1 (centres undefined)	.	-8	4
CCC(C(=O)N(Cc1cc(NC(=O)c2ccco2)ccc1N(C)C)CC1CCCO1)c1ccccc1 (centres undefined)	-4	-2	-1
COc1ccc(S(=O)(=O)NCCCN2CCOCC2)cc1N1CCN(C(=O)CCCCCCl)CC1	-6	-2	17
CN(Cc1cn2c3ccccc3n(C)c2n1)C12CC3CC(CC(C3)C1)C2	-7	-8	8
O=C(CCc1ncc(-c2ccccc2)o1)N1CCN(S(=O)(=O)c2ccc(F)c(Cl)c2)CC1	-5	1	3
Nc1ccccc1COc1ccccc1	.	-1	12
Cc1ccc(-c2cc(C(=O)N3Cc4cnn(CCO)c4C3)n[nH]2)s1	-12	-1	-6
Cc1nc2c(OCc3cccc(Cl)c3)cccn2c1N(C)Cc1cccs1	-3	-4	12
CCc1nc(SCC(=O)NC2CCCCC2)c2oc3ccccc3c2n1	-5	2	6
Cc1[nH]c2ccc(CNC(=O)CCc3nc4cccnc4n3C)cc2c1C	1	2	1
O=C(Nc1cccc(C2SCC(=O)N2c2ccc3c(c2)OCO3)c1)c1cccc([N+](=O)[O-])c1 (centres undefined)	-5	-5	.
COc1ccccc1CCNC(=O)c1coc(CN2CCN(Cc3ccc([N+](=O)[O-])cc3)CC2)n1	.	-10	10
CC(C)Oc1cc(N2CCOC(C(F)(F)F)C2)nc(N)n1 (centres undefined)	-15	-10	3
CSCC1CCN(CCC(=O)Nc2cc(N)ccc2F)C1 (centres undefined)	.	-4	0
Fc1ccccc1-c1cn(-c2ccccc2)c2[n+]1CCCS2	-5	-7	4
CS(=O)(=O)Nc1nc(CC(=O)NC2CCS(=O)(=O)C2)cs1 (centres undefined)	.	2	-3
O=S(=O)(NCc1nnnn1C1CCCCC1)c1ccccc1	-6	-5	0
Cc1nc2ncnc(N)n2n1	.	-3	-6
CC1CN(Cc2csc(-c3ncccn3)n2)c2ccccc2O1 (centres undefined)	.	-15	5
O=C1CCC(C(=O)N2CCN(C3CCCC3)C(=O)C2)CN1CCN1CCOCC1 (centres undefined)	.	-7	5
O=S(=O)(c1ccccc1)c1ccc2c(c1)Oc1ccccc1N2	.	-7	7
O=C(COc1ccccc1)NCC1=CCCN(C2C=CCCC2)C1 (centres undefined)	-10	-6	2
CCOC(=O)CN1CCN(c2ccc(Cl)cc2Cl)C(=O)C1C (centres undefined)	-4	-6	0
CCc1ccc(C(NC(=O)CN(C)S(C)(=O)=O)C(C)(C)C)o1 (centres undefined)	.	-8	7
COC(C(=O)N1CCC2(CCCO2)CC1)c1ccccc1 (centres undefined)	-13	-6	.
Cc1ccc2[nH]c(CCNC3CCN(Cc4ccco4)CC3)nc2c1C	.	-7	11
CCOc1cc(S(=O)(=O)NCCCN2CCOCC2)ccc1Br	-7	-3	1
Cc1ccc(N2CCCn3c2nc2c3c(=O)n(CCN3CCOCC3)c(=O)n2C)cc1C	-8	-8	-1
Cn1c(=O)c2c(nc3n2CC(C(C)(C)C)=NN3Cc2cccc3ccccc23)n(C)c1=O	-8	1	7
COc1cc2c(cc1OC)C(C(C)C)N(C(=O)c1c(-c3ccccc3)noc1C)CC2 (centres undefined)	-9	-8	10
COc1cccc(CN2C(=O)NC(C)(C3CCN(C(=O)c4sccc4Cl)CC3)C2=O)c1OC (centres undefined)	-12	-6	2
COc1cn(CC(=O)NCc2ccccc2Cl)c(CN2CCN(c3ccccc3)CC2)cc1=O	-7	2	-1
CCOC(=O)CN[C@@H]1C[C@@H]2CO[C@H](C(C)C)C[C@@H]2C1	-2	6	-4
COc1ccc(-c2cc(C(=O)NCCc3ccc(OC)c(OC)c3)n3nc(C(C)(C)C)cc3n2)cc1	-6	-6	10
COc1cc(C(=O)NC(C)(C)C)cc(OC)c1C	-16	-10	-9
Cc1cc(C)nc(SCc2cc(=O)n3[nH]c(C)c(-c4ccccc4)c3n2)n1	.	-11	-3
CN(Cn1nc(C2CC2)n(C)c1=S)CC12CC3CC(CC(C3)C1)C2	.	1	-1
O=C(NCCN1CCOCC1)[C@@]1(OCc2cccc(C(F)(F)F)c2)CC(OCc2cccc(F)c2F)[C@H](O)[C@H](O)C1 (some centres undefined)	1	3	2
O=C1c2cccc([N+](=O)[O-])c2C(=O)N1c1cccc(Cl)c1Cl	.	5	6
O=C(NC1C[C@H]1c1ccccc1)N1CCN(C(c2ccccc2)c2ccccc2)CC1 (some centres undefined)	-7	-10	23
CCOC(=O)c1cc(-c2ccc(N3CCN(C(=O)c4oc5ccccc5c4C)CC3)cc2)n(-c2ccccc2OC)n1	-7	-4	16
CN1CCC(N(Cc2cccnc2)Cc2ccsc2)CC1	-14	-9	-3
CCCCN(CC(=O)N(Cc1cccn1Cc1ccccc1)C1CCCCC1)C(=O)/C=C/c1ccccc1	-6	-3	21
Cc1nc(N2CCCCCCC2)ncc1C(C)NC(=O)c1ccnn1C (centres undefined)	.	-3	7
COc1cc(C=C(C#N)S(=O)(=O)c2ccc(Br)cc2)cc2c1OCCO2	-4	-6	4
CN(C)c1ccc(CN(CC2CCCO2)S(=O)(=O)c2cccs2)cc1 (centres undefined)	-3	0	6

Next section, starting with the last two of the part before.
SMILES	mcGAS inh	hcGAS inh	NPYLR7 agonist
COc1cc(C=C(C#N)S(=O)(=O)c2ccc(Br)cc2)cc2c1OCCO2	-4	-6	4
CN(C)c1ccc(CN(CC2CCCO2)S(=O)(=O)c2cccs2)cc1 (centres undefined)	-3	0	6
CCc1nc2n(n1)C(=O)C(C(c1ccc(C(C)C)cc1)N1CCN(CC)CC1)S2 (centres undefined)	-4	-1	-3
CC(=O)N1CCN(C(=O)c2c(C)c(C)c(C)n2Cc2cccc(C)c2)CC1	-9	-8	21
O=C(Nc1ccc(F)c(Cl)c1)c1cccn(OCc2ccc(F)cc2)c1=O	-5	1	1
O=C(Nc1ccc(Cl)cc1C(F)(F)F)c1cccn(OCc2ccccc2)c1=O	-8	-8	11
Cc1c(Cc2ccccc2)c(=O)oc2cc(OCC(N)=O)ccc12	-6	-2	-4
COC(=O)C1=C(C)NC2=C(C(=O)CC(c3ccccc3)C2)C1c1ccc(C)cc1 (centres undefined)	-5	-11	3
CC(=O)CSc1sc2c(O)cc(=O)[nH]c2c1C#N	73*	-2	13
CCOc1cccc2sc(N(CCCN(C)C)C(=O)c3ccco3)nc12	-9	-7	12
COc1cccc(-n2nnc3c(=O)n(CC(=O)OCc4ccccc4)cnc32)c1	.	-5	9
Cc1cnc(NCC2CN(S(C)(=O)=O)CCO2)nc1N(C)C (centres undefined)	-2	-14&-1	1&6
CC(C#N)OC(=O)c1ccc(Cl)cc1O (centres undefined)	.	-4	-2
CNC(=S)NNC(=O)CSCc1cccc(C)c1	.	-6	0
CCn1c(C2CCCN(C(=O)c3ccc(-n4ccnc4)cc3)C2)nn(C)c1=O (centres undefined)	.	-4	-2
O=C(CCN1CCCCO1)N[C@@H]1CCOC[C@H]1OCc1cscn1	-6	-14	.
COCC(=O)Nc1ccc(-c2c(-c3ccc(OC)cc3OC)nn(-c3cccc(C)c3)c2OC(C)=O)cc1	-4	-1	-1
Cc1cc(OC(=O)C2CCCC2)c([N+](=O)[O-])c(=O)[nH]1	-6	-7	4
O=C(/C=C/c1cccs1)N(CCN1CCOCC1)c1nc2ccc(Cl)cc2s1	.	5	16
CCOC(=O)c1ccc(NC(=O)CN2C(=O)/C(=C\c3ccccc3)SC2=S)cc1	-7	4	-5
Cc1cc(NC(=O)c2cc(-c3ccco3)on2)no1	.	-1	0
COc1ccc(CN2CCC3(CCNCC3)C2)cc1Cn1cncn1	.	-1	0
CC(C(=O)Nc1ccc(N2CCCCC2)cc1)n1c(=O)oc2ccccc21 (centres undefined)	-9	-9	1
CCCC(=O)Nc1ccc(Nc2ccc(-n3nc(C)cc3C)nn2)cc1	-8	-8	-6
CCN(CC)CCNC(=O)c1cc(NC(=O)c2cc(C(F)(F)F)cc(C(F)(F)F)c2)ccc1N1CCC(C)CC1	-5	-9	.
COc1cccnc1NC(=O)CNC(=O)OCC(F)(F)F	.	-5	-2
CCc1cccc(N2CC(C(=O)Nc3cccc(C)c3C)CC2=O)c1 (centres undefined)	.	-1	1
O=C(NCCC1CC1)Nc1ccc(Oc2ccc(Cl)nn2)cc1	-16	-8	-2
CC1(Cc2ccc(S(C)(=O)=O)cc2)C(=O)Nc2ccc(-c3ccsc3)cc21 (centres undefined)	-3	-1	16
O=C(COc1ccc(Nc2ccccc2)cc1)OCC(=O)N1CCOCC1	.	-5	1

Rewritten with each value named: part of the list above
O=C(/C=C/c1cccs1)N(CCN1CCOCC1)c1nc2ccc(Cl)cc2s1
- mcGAS inh: .
- hcGAS inh: 5
- NPYLR7 agonist: 16

CCCC(=O)Nc1ccc(Nc2ccc(-n3nc(C)cc3C)nn2)cc1
- mcGAS inh: -8
- hcGAS inh: -8
- NPYLR7 agonist: -6

As entered above:
CC1(Cc2ccc(S(C)(=O)=O)cc2)C(=O)Nc2ccc(-c3ccsc3)cc21 (centres undefined) | mcGAS inh: -3
CC(C(=O)Nc1ccc(N2CCCCC2)cc1)n1c(=O)oc2ccccc21 (centres undefined) | hcGAS inh: -9
